Compound activity deposited in PubChem BioAssay by National Center for Advancing Translational Sciences (NCATS).
D2 antagonist = antagonists of human D2 dopamine receptor; P14416; HEK293 TREx D2 cells, calcium flux, dopamine EC80; inhibition, % at 10 µM; 2% of 340,000 active; AID 485344; in the data active = inhibition above about 30%; also: 0% is about no effect
Target sequence (P14416 whole entry, looked up): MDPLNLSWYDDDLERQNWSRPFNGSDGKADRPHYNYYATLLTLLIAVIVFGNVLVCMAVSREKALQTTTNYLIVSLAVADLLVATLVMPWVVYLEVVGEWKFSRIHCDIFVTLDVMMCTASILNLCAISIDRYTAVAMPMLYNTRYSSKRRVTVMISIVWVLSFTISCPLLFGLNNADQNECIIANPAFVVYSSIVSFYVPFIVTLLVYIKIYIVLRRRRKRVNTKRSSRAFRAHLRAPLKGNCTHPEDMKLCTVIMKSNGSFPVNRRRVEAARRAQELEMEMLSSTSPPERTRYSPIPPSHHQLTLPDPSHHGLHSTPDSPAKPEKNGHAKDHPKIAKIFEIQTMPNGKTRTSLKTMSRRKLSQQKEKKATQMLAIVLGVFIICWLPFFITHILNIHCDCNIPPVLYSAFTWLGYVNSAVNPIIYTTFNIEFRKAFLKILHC
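In this primary screen, negative modulation is detected by tracking calcium flux after an EC80 dopamine challenge in inducible HEK293 T-REx D2 cells preexposed to test compound for 180 s.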
D1 potentiator = potentiators of human D1 dopamine receptor; potentiation, % at 10 µM; P21728; 0.036% of 360,000 active; HEK293 TREx D1 cells, calcium flux, dopamine EC20 potentiation; AID 504651; in the data active = potentiation above about 30%; also: 0% is about no effect
D1 antag = antagonists of human D1 dopamine receptor. P21728. HEK293 TREx D1 cells, calcium flux, dopamine EC80; active compounds read low. activity change, negative = inhibition, % at 10 µM. 3.2% of 360,000 active; in the data active = activity change below about -30%; also: % is scaled to controls: 0 for no effect and ±100 for the full control effect
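Tetracycline-induced HEK293 T-REx cells with force-coupled D1 receptor were loaded with a no-wash calcium dye. Compound was added after a 10 s baseline and read kinetically for 180 s; EC80 dopamine was then added and calcium flux followed another 180 s.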
TRHR enhancer = allosterically enhances the human TRH receptor. TRHR cells, fluo-8 calcium fluorescence, EC20 TRH enhancement. AID 493056. enhancement, % at 2 µM. 0.66% of 360,000 active. P34981; in the data active = enhancement above about 30%; also: 0% is about no effect
Target sequence (P34981 whole entry, looked up): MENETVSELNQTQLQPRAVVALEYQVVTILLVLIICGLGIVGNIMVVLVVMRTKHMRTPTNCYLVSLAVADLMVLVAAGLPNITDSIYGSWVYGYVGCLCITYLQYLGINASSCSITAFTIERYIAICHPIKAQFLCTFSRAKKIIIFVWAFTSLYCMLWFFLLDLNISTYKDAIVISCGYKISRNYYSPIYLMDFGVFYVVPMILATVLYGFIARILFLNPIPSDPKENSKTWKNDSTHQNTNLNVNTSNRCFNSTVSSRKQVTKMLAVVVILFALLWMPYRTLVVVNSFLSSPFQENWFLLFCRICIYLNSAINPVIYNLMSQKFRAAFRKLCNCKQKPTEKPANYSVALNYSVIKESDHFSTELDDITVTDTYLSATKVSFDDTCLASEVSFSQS
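Enhancer read-out: after compound pinning and an initial kinetic agonist-mode read, an EC20 of TRH (10 nM final) was injected and fluo-8 calcium signal (Ex 480/Em 530) followed at 1 s/cycle for 100 cycles in TRHR-expressing cells.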
D2 potentiator = positive allosteric modulators of human D2 dopamine receptor. HEK293 T-REx D2, calcium flux, EC20 dopamine potentiation. potentiation, % at 10 µM. 0.34% of 340,000 active. AID 485347;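 active = potentiation over 3 SD above the plate norm, cut at about 30% in these data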; also: 0% is about no effect
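Cells plated with tetracycline inducer and held overnight at 30 C; calcium dye loaded 30–90 min at room temperature; baseline taken, compound added and read 180 s; EC20 dopamine then added and read 180 s.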
TRHR ag = activates the human TRH receptor; P34981; TRHR cells, calcium flux fluo-8, FDSS agonist mode; activation, % at 2 µM; 0.18% of 360,000 active; also: 0% is about no effect
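Agonist-mode FDSS calcium read (Ex 480/Em 530, 1 s cycles) in 1536-well TRHR cells with fluo-8 dye, after 10-cycle baseline and 23 nL compound addition; TRH at EC20 (10 nM final) added afterwards for the enhancer phase.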
RXFP1 antagonist = antagonists of human relaxin receptor RXFP1; 0.59% of 350,000 active; activity change, negative = inhibition, % at 57.5 µM; Q9HBX9; HEK293-RXFP1, relaxin-stimulated cAMP HTRF, 30 min; active compounds read low;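 active = activity change of -60% or lower, but not beyond a set lower limit; inconclusive = change between -60% and -40%, or beyond the set limit; inactive = change above -40%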; also: % is scaled to controls: 0 for no effect and ±100 for the full control effect
D2 ag = D2 dopamine receptor (human) agonism | P14416 | HEK293 T-REx D2 cells, calcium flux agonist mode | activation, % at 2 µM | 0.53% of 340,000 active | AID 485358;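 active = activation over 3 SD above normal in the single-dose calcium agonist read, cut at about 30% in these data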; also: 0% is about no effect
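In this primary screen, compounds producing a positive calcium signal within 180 s of addition to tetracycline-induced, force-coupled HEK293 Trex D2 cells are flagged; cells are dye-loaded with a no-wash calcium kit beforehand.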
D1 ag = agonists of human D1 dopamine receptor | P21728 | HEK293 T-REx D1 cells, calcium flux, agonist mode | activation, % at 2 µM | 1% of 360,000 active; also: 0% is about no effect
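Inducible HEK293 T-REx D1 cells, force-coupled to calcium signalling, were plated at 4000 cells/well with tetracycline and held overnight at 30 C. After no-wash calcium dye loading, compound-evoked calcium rise over 180 s flagged agonists.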
* hit, by the source's call; ? = inconclusive; . = not tested or not shown. Rule as the data show it, unless noted: active = activation above about 30%; inactive = the rest.

item	SMILES	D2 antagonist	D1 potentiator	D1 antag	TRHR enhancer	D2 potentiator	TRHR ag	RXFP1 antagonist	D2 ag	D1 ag
1	CCc1cc(C(=O)N=Nc2c(O)[nH]c3c(Br)cc(Br)cc23)c2ccccc2n1	3	1	6	7	12	-1.0	2	-1.5	0
2	O=C(c1cccc(N2CCCC2=O)c1)N1CCN(c2ccc(F)cc2)CC1	-2	-1	-7	11	10	0.0	-13	-1.2	5
3	COc1ccc(-c2noc(CCC(=O)NCCCN3CCN(c4ccccc4F)CC3)n2)cc1	84*	-17	-56*	-2	-15	-0.2	-7	4.7	31*
4	Cc1ccc(S(=O)(=O)N2CCC(NC(=O)c3cccc(F)c3)CC2)cc1	7	-3	1	-1	-3	0.6	2	0.4	0
5	C[C@H](NC(=O)c1ccc(C(C)(C)C)cc1)C(=O)N1CCC2(CC1)NCCc1[nH]cnc12	1	-2	2	-1	2	0.6	?	0.3	0
6	Cc1ccccc1CS(=O)(=O)c1nnc([C@H](CC(C)C)NC(=O)OC(C)(C)C)o1	6	-1	-17	-11	4	1.7	-26	1.9	3
7	COc1ccc(CCNCc2cc3ccc(C)cc3[nH]c2=O)cc1OC	-23	-6	1	5	-4	-0.1	-3	1.5	4
8	O=C(NCc1ccccc1C(F)(F)F)C1CC(c2ccccc2[N+](=O)[O-])=NO1 (centres undefined)	2	-2	-7	1	19	-0.8	.	0.5	4
9	COc1ccc(CCNC(=O)CN(c2ccccc2OC)S(C)(=O)=O)cc1OC	3	5	-12	-4	-4	0.3	-9	0.4	3
10	Cc1ccc(S(=O)(=O)NC2CCSC2=O)cc1C (centres undefined)	20	-4	-7	-2	-11	-0.5	-3	0.3	3
11	Cc1cc(C)n2c(=S)[nH]nc2n1	-2	3	0	-2	-5	0.3	13	0.5	3
12	COc1ccc(NC(=O)CCS(=O)(=O)c2cccc3nonc23)cc1	4	-2	-7	-8	13	-0.7	-2	-0.6	0

A different layout for some results above:
Order of results – D2 antagonist | D1 potentiator | D1 antag | TRHR enhancer | D2 potentiator | TRHR ag | RXFP1 antagonist | D2 ag | D1 ag
#1 CCc1cc(C(=O)N=Nc2c(O)[nH]c3c(Br)cc(Br)cc23)c2ccccc2n1
  3 | 1 | 6 | 7 | 12 | -1.0 | 2 | -1.5 | 0
#2 O=C(c1cccc(N2CCCC2=O)c1)N1CCN(c2ccc(F)cc2)CC1
  -2 | -1 | -7 | 11 | 10 | 0.0 | -13 | -1.2 | 5
#3 COc1ccc(-c2noc(CCC(=O)NCCCN3CCN(c4ccccc4F)CC3)n2)cc1
  84* | -17 | -56* | -2 | -15 | -0.2 | -7 | 4.7 | 31*
#4 Cc1ccc(S(=O)(=O)N2CCC(NC(=O)c3cccc(F)c3)CC2)cc1
  7 | -3 | 1 | -1 | -3 | 0.6 | 2 | 0.4 | 0
#5 C[C@H](NC(=O)c1ccc(C(C)(C)C)cc1)C(=O)N1CCC2(CC1)NCCc1[nH]cnc12
  1 | -2 | 2 | -1 | 2 | 0.6 | ? | 0.3 | 0
#6 Cc1ccccc1CS(=O)(=O)c1nnc([C@H](CC(C)C)NC(=O)OC(C)(C)C)o1
  6 | -1 | -17 | -11 | 4 | 1.7 | -26 | 1.9 | 3
#7 COc1ccc(CCNCc2cc3ccc(C)cc3[nH]c2=O)cc1OC
  -23 | -6 | 1 | 5 | -4 | -0.1 | -3 | 1.5 | 4
#8 O=C(NCc1ccccc1C(F)(F)F)C1CC(c2ccccc2[N+](=O)[O-])=NO1 (centres undefined)
  2 | -2 | -7 | 1 | 19 | -0.8 | . | 0.5 | 4
#9 COc1ccc(CCNC(=O)CN(c2ccccc2OC)S(C)(=O)=O)cc1OC
  3 | 5 | -12 | -4 | -4 | 0.3 | -9 | 0.4 | 3
#10 Cc1ccc(S(=O)(=O)NC2CCSC2=O)cc1C (centres undefined)
  20 | -4 | -7 | -2 | -11 | -0.5 | -3 | 0.3 | 3
#11 Cc1cc(C)n2c(=S)[nH]nc2n1
  -2 | 3 | 0 | -2 | -5 | 0.3 | 13 | 0.5 | 3
#12 COc1ccc(NC(=O)CCS(=O)(=O)c2cccc3nonc23)cc1
  4 | -2 | -7 | -8 | 13 | -0.7 | -2 | -0.6 | 0

Profiles as entered above. Values in the order: D2 antagonist, D1 potentiator, D1 antag, TRHR enhancer, D2 potentiator, TRHR ag, RXFP1 antagonist, D2 ag, D1 ag
C[C@H](NC(=O)c1ccc(C(C)(C)C)cc1)C(=O)N1CCC2(CC1)NCCc1[nH]cnc12 across the screens: 1, -2, 2, -1, 2, 0.6, ?, 0.3, 0
Cc1cc(C)n2c(=S)[nH]nc2n1 across the screens: -2, 3, 0, -2, -5, 0.3, 13, 0.5, 3

Further results follow.
item	SMILES	D2 antagonist	D1 potentiator	D1 antag	TRHR enhancer	D2 potentiator	TRHR ag	RXFP1 antagonist	D2 ag	D1 ag
13	CCOC(=O)c1c(-c2ccc(C)cc2)csc1NC(=O)c1cc2ccccc2oc1=O	-2	-5	-5	0	6	0.7	-7	0.0	0
14	CCN(CC)S(=O)(=O)c1ccc(C(=O)NCc2ccc3[nH]c4c(c3c2)CCCC4)cc1	14	-6	7	-20	-7	0.1	-1	0.7	-4
15	COc1ccc(C(=O)N/C(=C\c2ccccc2)C(=O)N2CCOCC2)cc1	1	2	1	11	-15	-0.8	-4	0.0	5
16	CCOC(=O)C1CCCN(c2cc(C)nc3cc(-c4ccc(Cl)cc4)nn23)C1 (centres undefined)	-14	0	7	9	9	-0.5	-3	1.2	3
17	O=C(NN=C1CCC(c2ccccc2)CC1)c1cc2c(s1)CCCC2 (centres undefined)	8	-1	-2	3	5	0.6	.	-0.2	2
18	CN(C)S(=O)(=O)c1cccc(-n2sc3ccccc3c2=O)c1	8	-7	-23	-2	6	3.4	.	3.3	30
19	O=C(COC(=O)c1ccc(O)cc1O)Nc1ncc(Cl)cc1Cl	31*	10	14	1	-1	1.0	-10	1.6	10
20	O=C(NCC(c1cccnc1)N1CCN(Cc2ccccc2)CC1)C(=O)Nc1ccc(Cl)cc1 (centres undefined)	.	-2	-17	-8	.	0.1	-24	0.6	3
21	COc1ccccc1C(=O)COC(=O)c1ccc(Cl)nc1	6	1	2	1	0	0.4	11	-0.9	1
22	CCCCN1C(=O)Nc2ccccc2S1=O (centres undefined)	-16	1	10	5	3	-0.3	3	0.0	0
23	O=C(c1ccccc1)c1ccc(OCCOCCN2CCN(Cc3ccccc3)CC2)cc1	-4	-10	-33*	4	-22	0.4	?	1.0	29
24	Cc1ccc(S(=O)(=O)N(C)C)cc1NC(=O)Nc1c(-c2ccccc2)noc1C	8	-11	-10	-6	-13	0.2	8	-1.2	4
25	CC(C)c1ccc(S(=O)(=O)Nc2ccc(N3CCOCC3)cc2)cc1	0	0	-1	4	-9	0.7	-3	0.0	5
26	COc1cccc(C2=NOC(C(=O)NCc3ccc(F)cc3)C2)c1 (centres undefined)	-7	-8	2	7	5	0.1	5	-0.8	3
27	COc1cccc2c1Oc1nc(-c3ccccc3)nc(SCC(=O)N3CCCCC3)c1C2	.	-1	-4	2	.	-2.5	1	-0.8	1
28	OCC1(Cc2ccccc2)CCN(Cc2cccc(F)c2F)CC1	-4	-3	-3	-2	-10	1.6	-5	-1.3	4
29	C/C(=N\NC(=O)Cn1cc([N+](=O)[O-])cn1)c1ccc(O)cc1	-7	-8	-17	-6	-1	0.2	-1	-0.3	4
30	CCOc1ccc(-n2c(C)nc3cc(C(=O)NCCN4CCOCC4)ccc32)cc1	-11	4	3	-9	-7	-0.1	-4	-0.1	1
31	Cc1ccc(NC(=O)CSc2nc3n[nH]c(C)c3c(=N)n2-c2ccccc2C)cc1C	.	-4	-5	-1	11	-0.1	-7	0.6	2
32	O=C(CNC(=O)c1cccs1)N=Nc1c(O)[nH]c2ccc([N+](=O)[O-])cc12	1	-3	-5	2	-1	0.1	-7	-0.6	3
33	CCN(CC(=O)NCc1cccs1)C(=O)c1ccc(OC)c(S(=O)(=O)N2CCOCC2)c1	14	1	3	-4	7	0.5	-15	-1.7	7
34	O=c1[nH]c2ccc(S(=O)(=O)N3CCN(S(=O)(=O)c4ccc5c(c4)OCCO5)CC3)cc2[nH]c1=O	.	-2	-17	4	.	-0.8	.	.	1
35	S=C(Nc1ccccc1Cl)N1CCN(c2ccccn2)CC1	7	-6	-32*	-9	1	0.3	-7	15	2
36	Cc1nccn1S(=O)(=O)c1ccc(Br)cc1Br	1	-1	17	-7	1	0.0	5	-0.2	10
37	COc1ccc(C(=O)N2CCN(C(=O)c3ccncc3)CC2)cc1	-12	-4	1	-8	-12	-0.5	3	0.0	-1
38	C=CCn1c(SCC(=O)Nc2cccnc2Cl)nnc1-c1ccc(Cl)cc1	-12	-1	-10	1	6	-0.4	.	-1.4	0
39	NC(=O)CC(NC(=O)Cc1ccc(Cl)cc1)c1ccc(NC2CCCCCC2)c([N+](=O)[O-])c1 (centres undefined)	.	-3	6	-4	.	-0.3	.	.	1
40	C=CCc1cc(Cl)ccc1OCCCNC(C)CC (centres undefined)	-8	2	24	-1	-17	0.6	-63*	0.6	18
41	Cc1nc2sc(C(c3cccs3)N3CCN(C(=O)c4ccco4)CC3)c(O)n2n1 (centres undefined)	-3	-6	-5	-3	8	-1.0	-2	-1.2	6
42	COc1cccc(N(CC(=O)NCCSc2ccc(Cl)cc2)S(C)(=O)=O)c1	6	4	9	-4	-6	-0.2	-2	0.3	1
43	O=C(c1ccco1)N1CCc2ccccc21	-16	-10	0	-4	3	-0.5	-6	-0.9	2
44	COc1ccc(CCn2c(C)cc3c(c2=O)C(c2ccncc2)C(C#N)=C(N)O3)cc1OC (centres undefined)	-19	-3	8	3	4	-0.7	-16	-1.5	3
